High-throughput results as filed in PubChem BioAssay.
PfHsp90 set2: growth inhibition of PfHsp90-expressing yeast, primary screen, antimalarial PfHsp90 inhibitor project, S. cerevisiae, BacTiter-Glo luminescence, single point, set 2; BacTiter-Glo ATP, 48 h; yeast lacking PDR1 and PDR3 efflux regulators; inhibition, % at 9.4 µM; 310,000 compounds, 0.32% hits;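 active means every replicate shows inhibition above about 80%, whatever the replicate mean, limit read from the data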;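 further: 0% = DMSO neutral controls and 100% = 20 µM radicicol positive controls; yeast relying on Plasmodium falciparum Hsp90 in place of its own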
phage Ecoli inh: growth loss of phage-infected E. coli, primary screen, RecBCD inhibitor project, absorbance, with phage, HTS. inhibition, % at 11.9 µM. 360,000 compounds, 0.26% hits. AID 651602, 2012; in the data active means inhibition above about 11%
E coli growth: E. coli V3065 growth inhibition, primary screen, counter-screen for AddAB inhibitor project, absorbance, OD600. 330,000 compounds, 0.27% hits. 18 h. inhibition, % at 11.9 µM;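 active means inhibition above the campaign's mean inhibition across all tested compounds plus 3 SD, cut at about 9.9% in these data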;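 further: uninfected addAB+ strain grown without phage in ampicillin broth; 0% = DMSO wells and 100% = ciprofloxacin 0.95 µg/ml wells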
AddAB inh: growth inhibition of E. coli expressing H. pylori AddAB, primary screen, AddAB inhibitor project, absorbance. inhibition, % at 11.9 µM. 330,000 compounds, 0.29% hits; in the data active means inhibition above about 12%;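 further: 0% = vehicle wells of infected cells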
CAL PDZ FP: CAL PDZ peptide-binding inhibitors, primary screen, biochemical, fluorescence polarization, Cer-tagged CAL PDZ, HTS. 330,000 compounds, 0.02% hits. inhibition, % at 20 µM. purified CAL PDZ, TMR-peptide fluorescence polarization, 1 h;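 active means highest replicate inhibition of at least 40%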;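 further: plate controls were DMSO neutral control wells for no effect and unlabeled competitor peptide control wells for full effect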
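Read-out basis: mP drop reported as inhibition | Assay system: Tagged CAL PDZ protein CerCALP, purified | Benchmarks: Unlabelled peptide for full inhibition, DMSO wells as neutral | Schedule: 1 h incubation at room temperature before polarization reading | Buffer or medium: Sodium phosphate/NaCl buffer pH 7.4 with TCEP, IgG, Thesit | Doses: Single point, 20 µM | Measured by: Fluorescence polarization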
PvdQ acylase: P. aeruginosa PvdQ acylase inhibitors, primary screen, biochemical, fluorescence, plate reader and imaging, single point; inhibition, % at 10 µM; purified PvdQ acylase; 340,000 compounds, 0.063% hits; AID 488965, 2010; PvdQ acylase [Pseudomonas aeruginosa LESB58]; in the data active means inhibition above about 30%, passing the limit was not always enough;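 further: 0% = vehicle neutral wells and 100% = reference inhibitor wells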
Rtt109 HAT inh: inhibitors of C. albicans Rtt109/Vps75 HAT, primary screen, biochemical, ThioGlo CoA-SH fluorescence, plate reader; Histone acetyltransferase RTT109 (Candida albicans (strain SC5314 / ATCC MYA-2876)), …; purified Rtt109/Vps75, 4 h; inhibition, % at 34.9 µM; 330,000 compounds, 0.16% hits;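 active means inhibition of at least 50% in every replicate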
Target sequence (Q5AAJ8 whole entry, looked up): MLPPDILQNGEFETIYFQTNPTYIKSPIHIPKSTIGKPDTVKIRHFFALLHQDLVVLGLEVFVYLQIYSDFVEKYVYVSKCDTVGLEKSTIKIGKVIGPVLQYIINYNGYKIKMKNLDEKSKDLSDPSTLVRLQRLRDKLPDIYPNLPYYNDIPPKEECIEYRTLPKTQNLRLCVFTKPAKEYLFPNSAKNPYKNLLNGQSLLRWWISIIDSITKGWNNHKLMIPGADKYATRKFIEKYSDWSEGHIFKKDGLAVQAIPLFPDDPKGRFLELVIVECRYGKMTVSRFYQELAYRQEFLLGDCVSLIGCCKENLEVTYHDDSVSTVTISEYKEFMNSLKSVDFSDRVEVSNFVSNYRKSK
DAGLB inh: DAGLB lipase inhibitors, primary screen, biochemical, fluorescence, HTS. HEK293T DAGLB membrane lysate, EnzChek fluorogenic substrate. inhibition, % at 5.17 µM. 340,000 compounds, 0.059% hits. AID 504411, 2011; in the data active means inhibition above about 34%;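 further: 0% = enzyme with vehicle and 100% = wells lacking enzyme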
Target sequence (Q8NCG7 whole entry, looked up): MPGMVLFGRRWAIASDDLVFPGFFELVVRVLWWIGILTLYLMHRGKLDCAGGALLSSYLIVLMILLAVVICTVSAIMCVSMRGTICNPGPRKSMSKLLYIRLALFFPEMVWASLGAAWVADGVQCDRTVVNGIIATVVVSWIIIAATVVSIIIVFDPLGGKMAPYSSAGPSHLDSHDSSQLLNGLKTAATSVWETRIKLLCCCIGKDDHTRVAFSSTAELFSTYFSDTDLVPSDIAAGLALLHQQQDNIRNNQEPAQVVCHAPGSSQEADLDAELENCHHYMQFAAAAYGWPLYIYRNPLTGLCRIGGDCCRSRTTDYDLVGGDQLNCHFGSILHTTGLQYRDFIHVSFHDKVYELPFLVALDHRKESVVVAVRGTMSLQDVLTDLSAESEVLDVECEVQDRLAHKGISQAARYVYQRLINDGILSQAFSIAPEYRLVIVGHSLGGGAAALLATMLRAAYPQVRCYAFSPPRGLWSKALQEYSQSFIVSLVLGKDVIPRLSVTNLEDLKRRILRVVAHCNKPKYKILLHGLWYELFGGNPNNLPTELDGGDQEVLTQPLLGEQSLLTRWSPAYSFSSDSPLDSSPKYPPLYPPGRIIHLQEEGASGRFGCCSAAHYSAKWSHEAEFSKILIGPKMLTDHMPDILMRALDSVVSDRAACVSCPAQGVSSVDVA
Tat transport: E. coli Tat export inhibitors, primary screen, MC4100, TorA-mCherry reporter, fluorescence, single point; AID 488895, 2010; inhibition, % at 10 µM; 340,000 compounds, 0.036% hits;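 active means mean replicate inhibition at least 50% and at least half of replicates individually reaching 50%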;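 further: exported cargo escapes ClpAP degradation while cytoplasmic cargo is degraded and loses fluorescence; 0% = median of neutral control wells and 100% = median of NaSCN control wells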
Wnt act: Wnt/beta-catenin pathway activators, primary screen, cell-based, plate reader, single point. Wnt/beta-catenin reporter cell assay, activator. activation, % at 9.35 µM. 300,000 compounds, 1.2% hits; in the data active means activation above about 30%, passing the limit was not always enough;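 further: 0% = neutral control wells and 100% = positive control wells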
An asterisk follows results filed as active; nt = not tested or not shown.

compound	Rtt109 HAT inh	phage Ecoli inh	E coli growth	PvdQ acylase	Tat transport	AddAB inh	Wnt act	CAL PDZ FP	PfHsp90 set2	DAGLB inh
Cc1ccc(CNC(=O)c2cccc3c2C(=O)c2ccc(N4CCCCC4)cc2S3(=O)=O)cc1	3	4.2	2.3	5	0	2.8	2	-0.8	-5	-3
COc1ccc(N(CC(=O)O)S(=O)(=O)c2ccc(OC)c(OC)c2)cc1	1	2.3	-1.4	-13	-1	0.6	-1	0.7	4	0
COc1ccc(-n2cc3c(-c4cccc(Br)c4)nnc(C)c3n2)cc1	nt	3.7	0.4	-9	1	1.2	-6	-0.6	-5	-10
C=CCn1c(Cc2cccs2)nnc1SC/C=C/c1ccccc1	-1	1.2	1.7	-16	5	0.9	nt	-0.6	7	-7
O=C(CCC(=O)c1ccccc1)Nc1ccccc1OC(F)F	-4	0.1	-1.7	-16	-3	2.4	2	-1.2	-19	-3
c1ccc(C2CCC(N3CCN(c4ccccc4)CC3)CC2)cc1 (stereo not given)	8	nt	-1.6	-7	-1	3.0	nt	-0.3	2	-6
COc1ccc(-n2c(C)cc(-c3csc(NC(=O)c4ccc(S(=O)(=O)N(C)C)cc4)n3)c2C)cc1	-6	2.5	-2.1	-12	3	-0.4	-13	0.6	nt	7
O=C(NCc1ccccc1)N1CCC(CO)(Cc2cccc(F)c2)CC1	20	4.4	1.4	3	-4	-0.3	-2	-2.2	-9	-2
COc1ccc([C@H]2CC(=O)C=C(c3ccc4cc[nH]c4c3)C2)cc1	-2	1.3	-2.4	-22	-7	-0.8	-3	-2.6	5	1
O=C(Nc1ccccc1)C1CCN(S(=O)(=O)c2cccs2)CC1	-12	3.0	0.7	-15	-6	3.5	-2	-0.1	-6	-1
CCCCN(CC)CCCNC(=O)c1cc2c(=O)n(C)c3ccccc3c2n1C	26	3.8	3.6	-11	-3	6.3	7	-1.7	-2	-2
O=C(NCc1ccc(Cl)cc1)Nc1ccc(F)cc1	-5	7.3	nt	-11	1	nt	4	-2.8	24	-2
CCOC(=O)c1c(-c2ccccc2)oc2ccc(O)c(CN3CCCC3)c12	5	3.9	-1.7	2	-9	2.8	nt	-1.5	-13	-2
N[C@@H](Cc1ccccc1)C(=O)N1CCC(C(=O)N[C@@H](Cc2c[nH]c3ccccc23)C(=O)O)CC1	-3	2.0	0.1	-2	0	-1.5	0	nt	14	-2
O=C(COC(=O)c1ncc(Cl)c(Cl)c1Cl)c1ccc(Cl)s1	-3	2.0	0.0	0	-19	1.4	nt	-0.9	-23	-11
CC(C)[C@H](NC(=O)N1CC(=O)Nc2ccccc21)C(=O)N[C@H](Cc1c[nH]c2ccccc12)C(=O)O	-14	1.2	0.5	-11	-4	2.0	-2	-0.1	5	4
CCOC(=O)c1c(-c2ccc(C)o2)csc1NC(=O)CN(C)CC(=O)Nc1ccc(C)cc1	-19	-0.8	-1.4	-16	5	0.0	-2	-0.5	18	-13
CCOc1ccc(NC(=O)CSc2nnc(C3CC3)n2C)cc1S(=O)(=O)N1CCCCC1	1	6.1	-1.1	-16	4	-0.6	2	-0.2	nt	-1
O=C(COC(=O)C1=COCCO1)Nc1ccc(Br)cc1Br	-6	2.5	2.3	-9	2	3.2	-2	-0.3	19	-4
COc1ccc(-c2cc(C(F)(F)F)nc(S(=O)(=O)CCCC(=O)Nc3cc(C)on3)n2)cc1OC	-4	0.1	nt	-9	-14	nt	-15	-1.0	-7	1
O=C(OCc1c(-c2ccccc2)ncc2ccccc12)c1ccc(C(F)(F)F)cc1	-5	2.1	0.6	-8	-15	0.4	-5	-2.1	9	-1
Cc1ccc(S(=O)(=O)CNC(=O)c2ccccc2)cc1	12	3.5	-0.1	-9	-1	0.7	nt	nt	-17	-2
N#Cc1c(N2CCOCC2)nsc1-c1ccccc1	-1	-0.4	0.7	4	-5	1.5	6	-0.5	-33	-5
O=C(CN1CCCCCC1)Nc1ccc(Oc2ccccc2)cc1	1	4.1	0.8	0	0	1.2	-2	0.1	-24	-3
O=C(COc1ccc(S(=O)(=O)N2CCOCC2)cc1)Nc1ccc(Cl)c(C(F)(F)F)c1	6	-0.3	2.1	-3	-3	1.3	-5	-1.7	4	0
CCCn1c(CNC(=O)c2cccs2)nc2ccccc21	-3	2.6	-0.4	4	2	0.0	4	-2.0	9	0
COc1ccc(-c2ccnc(SCC(=O)Nc3ccccn3)n2)cc1	-2	4.2	3.9	-7	-7	6.4	nt	-2.8	-10	3
COc1ccc(C(=O)c2coc3ccc(O)c(CN4CCCC4)c23)cc1	5	1.4	0.9	-4	4	0.5	6	-0.7	12	0
CCOc1ccc(C(=O)NCC(=O)OCc2nnc(-c3ccccc3)o2)cc1OCC	-1	1.5	-1.6	-4	-3	1.5	3	-4.8	0	0
CCOc1ccc(NC(=O)CN(C)C(=O)CCNC(=O)c2ccco2)cc1OCC	2	0.6	-0.5	1	-4	1.3	1	-1.7	18	-2
Cc1ccc(C)c(NC(=O)Cn2nnc(C(=O)NCc3ccco3)c2N)c1	1	4.2	3.0	-14	-7	5.2	-4	-2.2	3	0
CC1(C)CC(=O)C=C(NCC2CCCO2)C1 (stereo not given)	-3	3.9	-0.6	-14	2	1.5	-2	-1.4	nt	2
COC(=O)c1ccc2nc(NC(=O)C3CCCCC3)sc2c1	0	1.1	-0.6	-8	-2	2.6	23	-0.1	5	-3
Cc1nn(-c2ccc(F)cc2)c(Cl)c1/C=N/NC(=O)c1cccc(S(=O)(=O)N2CCCC2)c1	4	3.6	3.1	-8	-3	2.6	nt	-0.4	11	1
NC(N)=N/N=C/c1ccc(Cl)cc1Cl	8	7.0	3.5	-13	7	7.6	13	-2.0	-25	0
COc1ccc(C2=NOC(C)(c3sc(-c4ccc(Cl)cc4)nc3C)C2)cc1 (stereo not given)	nt	2.3	0.8	nt	nt	5.8	-2	nt	nt	nt
COc1ccc(-n2nnnc2SCC(=O)N(C)C2CCS(=O)(=O)C2)cc1 (stereo not given)	1	2.6	-1.8	-12	-8	-1.1	-5	0.0	5	2
COc1ccc(S(=O)(=O)N2CCOCC2)cc1NC(=O)Cc1coc2cc(C)ccc12	3	-0.7	nt	-13	7	nt	-3	-3.3	-14	1
CCCCNCCOCCOc1ccc(C)cc1Br	5	0.9	2.1	1	12	1.6	-8	-1.2	3	1
CCCn1c(=O)c(Br)cn(-c2ccccc2C)c1=O	1	1.0	-0.3	-2	-1	1.2	-1	-1.1	-10	-3
Cc1cccc(C)c1NC(=S)NC(C)(C)CO	-11	3.1	0.7	-22	0	1.8	-1	-1.0	2	-2
COc1ccc(C(=O)NC(=S)Nc2cc(C)ccn2)cc1[N+](=O)[O-]	-2	4.4	2.1	-8	-6	4.0	14	-0.7	-36	-1
Brc1ccc(OCc2nnnn2-c2ccccc2)cc1	-3	4.7	0.0	3	2	0.3	-2	-7.1	-11	-10
COc1ccc(NC(=O)C2CCCC2)cc1S(=O)(=O)N1CCOCC1	-22	0.0	-1.7	-19	-9	1.9	-1	-0.1	nt	1
Nc1nc(NCc2ccco2)nc(Nc2ccc(F)cc2)c1[N+](=O)[O-]	-1	2.1	-2.7	-16	3	0.7	-3	1.1	-5	-2
CC(=O)Nc1ccc(S(=O)(=O)Nc2ccc(S(=O)(=O)Nc3nccs3)cc2)cc1	-5	1.0	-1.1	-5	12	-1.5	-2	-1.1	23	3
COc1ccc(CCNC(=O)COc2ccc(-c3ccccc3)cc2)cc1OC	-6	-1.2	-3.3	6	-7	2.8	nt	-0.7	17	-2
Cc1nn(-c2ccccc2)c(Cl)c1C(=O)NCC1CCCO1 (stereo not given)	0	1.9	1.8	-1	2	2.2	1	-1.4	-12	-2
O=C(N1CCOCC1)N1CCN(C(=O)N(c2ccccc2)c2ccccc2)CC1	nt	1.6	-0.7	-3	-4	0.4	nt	-1.9	8	0
CN(C)c1oc(-c2ccc(OCc3ccc(Cl)cc3)cc2)nc1C#N	1	2.0	-0.2	-17	-4	1.1	0	0.1	nt	-5
O=C(COc1ccccc1Cl)NCCCNC(=O)c1ccccn1	-3	0.7	1.5	-1	0	2.2	-2	-2.3	-2	0
COc1ccc(CNC(=O)/C=C/c2ccc(OCCCF)cc2)cc1	-16	1.3	-2.7	10	0	1.2	-2	nt	20	-3
Cc1cccc(CNc2ncnc3[nH]ncc23)c1	2	-1.9	nt	-7	1	nt	-2	-4.2	3	-2
C/C(=N\OCC(=O)O)c1ccc(Cl)cc1	-6	2.2	-3.0	-14	4	-1.5	-1	-0.6	10	-2
CCOC(=O)C1(CCCc2ccccc2)CCN(C(=O)Cc2nonc2C)CC1	6	2.2	-3.6	-12	3	0.0	-2	-0.8	-13	-8
CC(C)OCCCN1C=C2C(=O)C(C)(OC(=O)CCc3ccccc3)C(=O)C=C2C=C1c1ccc(C#N)cc1 (stereo not given)	nt	1.9	-0.3	nt	nt	0.1	-2	nt	nt	nt

Carrying on.
compound	Rtt109 HAT inh	phage Ecoli inh	E coli growth	PvdQ acylase	Tat transport	AddAB inh	Wnt act	CAL PDZ FP	PfHsp90 set2	DAGLB inh
CCOc1ccc(/C=N/NC(=O)Cn2ccnc2C)cc1	-1	0.1	0.5	-8	0	1.0	51*	-5.9	0	1
CCc1ccc(C2C(C#N)=C(N)OC3=C2C(=O)CCC3)s1 (stereo not given)	0	3.0	-0.9	-10	8	1.0	-1	-0.3	-4	1
COc1ccc2[nH]c3c(c2c1)CCNC3c1ccc([N+](=O)[O-])o1 (stereo not given)	-4	4.3	10*	-13	5	41*	2	0.3	18	1
Cc1ccc(-c2nc(CS(=O)(=O)CC(=O)N3CCN(C)CC3)c(C)o2)cc1	-2	1.4	0.4	-16	-3	2.2	1	-1.5	-12	-5
O=C(CCN1CCN(C(=O)c2ccco2)CC1)Nc1ccc(F)cc1	-18	1.3	-1.9	-3	-9	0.8	-1	nt	46	3
COCCCn1c(=O)c2sccc2n(Cc2ccccc2)c1=O	-1	0.1	-2.1	-12	8	-1.2	-1	-0.3	3	-4
Cc1cc(=O)n(Cc2ccccc2)c(O)c1C#N	1	2.4	-0.3	0	3	5.7	0	-0.4	-2	5
COc1cc(OC)c(OC)cc1CN1CCC(O)CC1	-1	2.3	-1.6	-2	3	-0.6	0	-1.3	-34	2
CSc1sc(C(=O)N(C)C)c2c1S(=O)(=O)N(C)c1ccccc1-2	-7	2.1	0.0	-12	-6	0.1	0	-0.2	-6	-2
COc1ccc(C(=O)COC(=O)CCN2C(=O)C3C4C=CC(C5CC45)C3C2=O)cc1 (stereo not given)	-7	-2.5	0.0	-2	4	0.3	0	-2.4	3	-3
COc1ccc(F)cc1CSc1nnnn1-c1ccc(O)cc1	-3	2.8	-1.6	-18	6	4.2	-3	-3.9	-16	-1
